From PubChem
HT1080 IDH1KD tx: HT-1080 IDH1 knockdown cell toxicity (counter line); HT-1080 IDH1 knockdown viability, ATP luminescence, 48 h; Potency, µM (top dose mostly 46.1 µM), inactives show top-dose activity, negative = toxicity, usual class: cytotoxic; 360,000 compounds, 2% hits;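 note: 0% = DMSO wells and -100% = cell-free medium wells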
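Assay cells: HT-1080 with IDH1 knockdown, 750 per well, RPMI/5% FBS. Exposure: 48 h at 37 °C following 2 h pre-incubation. Read: CellTiter-Glo luminescence; fitted concentration-response, curve class assigned.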
GLP1R cytotox: cytotoxicity counter-screen for GLP-1 receptor inverse agonists; 410,000 compounds, 0.13% hits; Potency, µM (series often up to 38.3 µM), for the others: at the top dose activity change, negative = inhibition, usual class: inhibitors; HEK293 cAMP-luciferase reporter cells, luminescence, 24 h;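 note: loss of luciferase light is scored as toxicity; % is set by controls: 0 for no effect and ±100 for the full control effect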
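MLSMR compounds, 24 hr on cells at 37 deg C/5% CO2; luminescence after luciferase reagent (12 min RT). Inhibition counted as the undesired cytotoxic outcome.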
TDP43 rescue: TDP-43 toxicity inhibition in yeast | Potency, µM (highest dose often 46.1 µM), inactives show at the highest dose growth rescue (activation), usual class: activators | 410,000 compounds, 1.8% hits | AID 652104 | TDP-43 expressing yeast growth rescue, BacTiter-Glo, 24 h; note: % of control where 0% means no effect; nearly all actives have a fitted effect of over 50% in size
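Readout is BacTiter-Glo luminescence of cell growth, so inhibitors register as activators. TDP-43-expressing yeast at OD600=0.02 in galactose medium, after raffinose pregrowth to mid-log, were incubated with compound for 24 hr at 30 deg C.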
GLP1R inv ag: acts as inverse agonist at human GLP-1 receptor | AID 624417 | 410,000 compounds, 1.6% hits | P43220 | HEK293 GLP-1R CRE-luciferase, luminescence, 24 h; GLP-1R form is constitutively active | Potency, µM (doses to about 38.3 µM), inactives show at the highest dose activity change, negative = inhibition, actives largely listed as inhibitors; note: % is set by controls: 0 for no effect and ±100 for the full control effect; nearly all actives have a fitted effect of over 55% in size
Target sequence (P43220 whole entry, looked up): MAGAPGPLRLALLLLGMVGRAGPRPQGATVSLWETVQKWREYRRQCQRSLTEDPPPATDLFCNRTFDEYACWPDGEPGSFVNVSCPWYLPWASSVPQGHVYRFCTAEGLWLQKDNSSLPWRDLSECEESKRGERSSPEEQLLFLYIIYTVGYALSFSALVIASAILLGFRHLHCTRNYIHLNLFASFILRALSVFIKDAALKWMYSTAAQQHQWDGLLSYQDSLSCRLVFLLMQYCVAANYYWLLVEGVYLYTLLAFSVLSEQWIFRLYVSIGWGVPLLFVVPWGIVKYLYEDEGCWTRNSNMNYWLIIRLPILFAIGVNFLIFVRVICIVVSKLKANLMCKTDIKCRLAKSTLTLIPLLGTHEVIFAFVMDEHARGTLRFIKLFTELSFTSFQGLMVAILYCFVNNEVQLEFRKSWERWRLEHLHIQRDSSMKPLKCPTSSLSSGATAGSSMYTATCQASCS
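Constitutively active GLP-1R drives a cAMP-responsive luciferase in stably transfected HEK293 cells; test compounds are added after overnight (12 h) attachment and left 24 hr, and signal loss in luminescence marks inhibition.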
SW480 rerep: induces DNA re-replication in SW480 colon adenocarcinoma cells; SW480 DNA re-replication, Hoechst DNA content imaging, 48 h; Potency, µM (series often up to 46.1 µM), for inactives: at the top dose re-replication activation, actives largely listed as activators; 340,000 compounds, 1.8% hits; AID 624297; note: % of control where 0% means no effect; nearly all actives have a fitted effect of over 55% in size
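Per well, 250 cells were exposed to pinned compound for 48 hr. Nuclear DNA was visualised with Hoechst (40 min, 37 C) and total object intensity recorded by fluorescence scanning.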
HT1080-NT tox: kills 2HG-producing HT-1080-NT fibrosarcoma cells. HT-1080-NT fibrosarcoma viability, CellTiter-Glo ATP luminescence, 48 h. Potency, µM (top dose mostly 46.1 µM), for the others: top-dose activity, negative = less viability, actives largely listed as cytotoxic. 360,000 compounds, 1.6% hits;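 note: NT is the 2HG producing partner of a matched IDH1 knockdown line; 0% = DMSO-treated cells and -100% = media-only wells without cells; nearly all actives have a fitted effect of over 55% in size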
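A 48-hour cytotoxicity screen used HT-1080-NT cells plated 2 hours before compound delivery. ATP-based CellTiter-Glo luminescence measured viability, normalized to DMSO and no-cell controls.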
KB-V1 cytotox: KB-V1 MDR subline cytotoxicity; KB-V1 MDR cells viability, CellTiter-Glo, 72 h; 400,000 compounds, 3.4% hits; AID 1347076; Potency, µM (series often up to 46.1 µM), without a hit: at the top dose activity change, negative = cytotoxicity, usual class: cytotoxic; note: % is set by controls: 0 for no effect and ±100 for the full control effect; nearly all actives have a fitted effect of over 60% in size
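Compound-treated KB-V1 multidrug-resistant cells, 72 h, 37 degrees C; viability by CellTiter-Glo. Fitted qHTS curves give the values.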
GLP-1R agonist: GLP-1 receptor (human) agonism; HEK293 GLP-1R CRE-luciferase, luminescence, 4-6 h; cells express a hypersensitive GLP-1R form; Potency, µM (doses to about 45.6 µM), for inactives: at the highest dose activation, usual class: activators; P43220; AID 624172; 380,000 compounds, 0.007% hits; note: % of control where 0% means no effect
KB-3-1 cytotox: KB-3-1 parental cell cytotoxicity; 400,000 compounds, 1.4% hits; KB-3-1 viability, CellTiter-Glo ATP luminescence, 72 h; Potency, µM (doses to about 46.1 µM), inactives show at the highest dose activity change, negative = cytotoxic, actives largely listed as cytotoxic; note: % is set by controls: 0 for no effect and ±100 for the full control effect; nearly all actives have a fitted effect of over 60% in size
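Parental KB-3-1 adenocarcinoma cells in phenol-red-free DMEM with 10% FBS were pin-treated with compounds at several concentrations, incubated 72 h at 37 °C, and viability read by CellTiter-Glo luminescence; concentration-effect curves were fitted after normalization.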
Starred values were filed as active, the others as inactive; ? = inconclusive; nt = no result given; & = joins results of further samples; [ ] = remark or other dose. Calls come from the whole dose curve; as a rule, active = well fitted curve in the direction sought with a large enough effect; inconclusive = small, poorly fitted or top-dose-only effect, or another doubt; inactive = no such curve, though single readings can be large; an effect the other way counts as inactive or inconclusive. Potency is the fitted concentration of half-maximal effect.

Results follow in this order: SW480 rerep, KB-3-1 cytotox, GLP1R inv ag, HT1080-NT tox, HT1080 IDH1KD tx, TDP43 rescue, KB-V1 cytotox, GLP-1R agonist, GLP1R cytotox
> Cc1ccc(Cn2c(=O)n(-c3ccccc3)c(=O)c3ccc(C(=O)NCc4ccco4)cc32)cc1
    -13.9%, -11.7%&4.9%, -0.8%&12.5%, -24.5%, -19.4%, -0.2%&16.9%, -11.8%&0.0%, 1.2%, -8.3%&-12.2%
> COc1ccc(-c2[nH]ncc2-c2nc(C)cs2)c(O)c1
    -115.5%[inhibitor], -3.8%, -5.1%, -7.7%, -8.8%, -2.1%, -13.4%, 3.3%, 0.6%
> COc1ccc(O)c(/C=N/NS(=O)(=O)c2ccc(C)cc2)c1
    2.7%, 1.2%, 112.2%[activator], 7.2%, 0.1%, -4.4%, 0.0%, -1.8%, -11.3%
> O=C(OCC(=O)N1CCC(Cc2ccccc2)CC1)c1cncc(Br)c1
    -9.9%, 2.3%, ?, 2.8%, -3.8%, 5.4%, 0.0%, -3.3%, -0.2%
> C[C@H](CO)N1C[C@H](C)[C@@H](CN(C)Cc2ccc(-c3ccccc3)cc2)Oc2ccc(NC(=O)Cn3cnnn3)cc2C1=O
    -2.3%, 0.0%, 7.3%, 0.8%, -0.2%, 25.0%, 0.0%, 5.0%, -1.0%
> C#Cc1ccc([C@@H]2C=C(C(=O)OCC=C)O[C@H](OCCCCO)C2)cc1
    -9.9%, -6.7%, 16.0%, 1.4%, 8.7%, 11.7%, -1.4%, 10.9%, -31.5%
> CCOC(=O)c1c(NC(=O)c2cc3n(n2)C(C(F)(F)F)CC(c2ccccc2)N3)sc(C)c1C (stereo not given)
    16.4µM*, -26.9%, 1.3%, -0.2%, -2.3%, 10.3%, -29.4%, 11.3%, 5.6%
> O=C(O)Cc1ccc(NC(=O)Nc2cccc3ccccc23)cc1
    2.9%, 0.5%, 20.5%, 10.7%, 6.2%, 0.1%, ?, -1.6%, 17.2%
> C=CCn1cc(/C=C2\SC(N3CCOCC3)=NC2=O)c2ccccc21
    -1.5%, 1.9%, 10.1%, -9.9%, 13.5%, 10.7%, -21.9%, 17.9%, -30.8%
> COc1ccc(C(=O)NCC(c2cccs2)N2CCc3ccccc32)c(OC)c1 (stereo not given)
    -0.2%, 16.5%, ?, -1.0%, -11.0%, 8.8%, ?, 9.2%, -7.6%
> CCC(CC)c1nn2c(=O)cc(COc3ccc(NC(=O)c4ccc(Cl)cc4)cc3)nc2s1
    nt, -3.8%, -20.2%, nt, nt, 16.8%, 14.1%, -1.2%, -10.7%
> COc1ccc(NC(=O)C#Cc2ccccc2)cc1OC
    26.8%, 18.4µM*, ?, ?, 18.4µM*, 27.2%, ?, -2.9%, -23.8%
> COc1ccc(S(=O)(=O)NC(C)C(=O)NCc2ccccn2)cc1Cl (stereo not given)
    5.5%, -8.9%, -7.9%, 11.1%, 6.1%, -4.5%, 4.2%, 4.9%, -1.7%
> CCc1ccc(CNc2ccc3c(c2)ncn3C)cc1
    -0.6%, -11.6%, -1.5%, -3.8%[9.24 µM], -2.4%, -7.4%, -9.1%, 6.5%, 2.2%
> O=C(CNC(=O)c1ccccc1Br)N/N=C/c1ccc(O)cc1
    -2.4%, 12.2%, 21.5%, 6.4%, 0.0%, -10.0%, -0.3%, 2.0%, 0.8%
> O=C(CCCCCN1C(=O)CCC1=O)Nc1ccc(Br)cc1F
    -9.5%, -1.8%, 18.9%, -2.5%, -1.2%[9.24 µM], 1.7%, ?, 1.7%, 26.1%
> CCCNC(=O)c1cnc2c(-c3ccc(OCC)c(OCC)c3)c(C)nn2c1-c1ccccc1
    nt, -3.5%, -1.9%, nt, nt, 14.7%, -17.7%, nt, -2.4%
> CCOC(=O)c1sc(=NC(=O)c2ccc(Cl)s2)n(C)c1C
    -4.3%, -10.1%, -4.1%[7.66 µM], -5.3%, 9.7%, 14.7%, -17.0%, -0.5%, -2.0%[7.66 µM]
> CC1(C)CC(=O)C=C(NCCN2CCN(C(=S)NC3CCCCC3)CC2)C1
    -6.3%, 23.9%, 12.0%, 0.0%, 2.3%, 1.4%, 25.7%, 9.5%, -4.8%
> Cn1c(=O)[nH]c(=O)c2c1nc(Br)n2CCSc1ncccn1
    -1.9%, -1.3%, 0.0%, 0.1%, 18.0%, -6.2%, ?, -5.9%, 1.5%
> COc1cccc(NC(=O)c2sc3nc(N4CCOCC4)c4c(c3c2N)CCCC4)c1
    8.4%, -13.3%, 20.7%, -0.5%, -4.3%, 14.0%, -0.8%, 3.5%, 6.2%
> Cc1oc(-c2ccccc2Cl)nc1CS(=O)CC(=O)NCc1ccc(Cl)cc1 (stereo not given)
    8.5%, 0.4%&7.6%, ?, -17.7%, 0.1%, -4.4%&3.4%, 15.5%&0.2%, 9.7%, -7.0%&-2.1%
> CC(=O)N1CCCc2ccc(NS(=O)(=O)c3ccccc3)cc21
    6.51µM*, -16.4%, 0.4%, -0.2%, -7.6%, -22.3%, ?, 10.5%, -3.8%
> COc1ccc(CN(C(=O)c2ccc(C)cc2)C2CCS(=O)(=O)C2)cc1 (stereo not given)
    -10.7%, 0.0%, -2.3%, 14.4%, 7.0%, -5.8%, -4.1%, 1.9%, -1.8%
> Cn1c(=O)nc2n(Cc3ccccc3)c3cccc(Cl)c3cc-2c1=O
    0.9%, -1.4%, -11.5%, 14.8%, 20.4%, 15.4%, 20.6µM*, -9.5%, -1.5%
> COc1ccccc1CC1(C)NC(=O)N(CC(=O)Nc2cc(C)on2)C1=O (stereo not given)
    -4.7%, 3.1%, 0.0%, 0.9%, -0.3%, 0.0%, 0.6%, -10.4%, -20.3%
> Cc1ccc(C2C3=C(CC(C)(C)CC3=O)N=C3c4ccccc4C(=O)C32)cc1 (stereo not given)
    ?, ?, ?, -26.0%, ?, -14.0%, -18.2%, -5.8%, ?
> Cc1ccc(-n2ncc3c(NCCc4ccc(S(N)(=O)=O)cc4)ncnc32)cc1
    nt, -4.7%, ?, nt, nt, 26.7%, ?, nt, -6.3%
> O=C(CCc1ccc(S(=O)(=O)N2CCOCC2)cc1)Nc1ccccc1F
    -5.8%, -0.8%, 2.6%, 5.8%, -3.0%, 2.7%, -10.5%, -3.2%, 3.0%
> Cc1cc(C)c(NC(=O)C2CCCN2CCO)c(C)c1 (stereo not given)
    -16.4%, -4.5%, 0.0%, -0.8%, -0.4%, -6.6%, 2.1%, -1.5%, -5.6%
> COc1ccc2[nH]c3c(NCc4ccco4)ncnc3c2c1
    19.5%, ?, 32.7%[activator], ?, ?, 1.5%, ?, 7.9%, -13.8%
> CC(=O)Nc1ccc(CN2CCCC(C(=O)c3ccc(C(F)(F)F)cc3)C2)cc1 (stereo not given)
    -3.3%, 16.0%, ?, -27.7%, -14.1%, -2.5%[9.22 µM], -2.1%, 14.0%, -4.7%
> CCOC(=O)C1CCN(Cc2nnc(-c3cccc(Br)c3)o2)CC1
    -16.6%, 1.3%, ?, 4.6%, 26.7%, 15.2%, -8.0%, 20.1%, -3.9%
> Cc1ccc(Cn2nnc3sc4c(c3c2=O)CCC(C)C4)cc1 (stereo not given)
    nt, 19.3%, 5.1%, nt, nt, 0.9%, 15.5%, nt, 1.7%
> Cc1cccc(N2CCN(C(=O)c3ccc4nc(-c5ccco5)c(-c5ccco5)nc4c3)CC2C)c1 (stereo not given)
    ?, ?, ?, 0.8%, -20.5%, ?, -13.2%, -17.4%, 28.5%
> CNC(=O)CN(c1cc(C)ccc1C)S(C)(=O)=O
    0.9%, -3.2%, -8.7%, 4.2%, 14.4%, -8.8%, ?, -6.9%, -3.2%
> Cc1cc(Cl)c(OCCOCCN2CCCC(C)C2)c(Br)c1 (stereo not given)
    ?, -21.3%, ?, 18.4µM*, ?, -17.1%, ?, 1.0%, 0.9%[7.66 µM]
> O=S1(=O)CC(N2CCN(Cc3ccccc3F)CC2)CN1Cc1cn(Cc2ccccc2)nn1 (stereo not given)
    nt, 16.8%, 0.4%, 9.0%, 5.9%, 14.5%, 3.3%, -2.0%, -7.5%
> CCNC(=O)N1C[C@H]2CON(C)[C@H]2C[C@H]1c1ccccc1Br
    nt, 23.5%, 10.0%, 5.1%, 20.6%, 3.5%, 0.0%, -0.4%, -3.8%
> CC1CN(C(=O)COC(=O)c2cc(=O)c3ccccc3o2)CC(C)O1 (stereo not given)
    -3.8%, 12.3%, 10.3%, -2.0%, 0.8%, -11.8%, 6.9%, 0.3%, -0.3%
> CCOc1ccc(S(=O)(=O)Nc2ccc3oc4c(c3c2)CC(C)CC4)cc1 (stereo not given)
    nt, 1.2%, ?, nt, nt, 10.8%, -14.0%, nt, 4.1%
> Cc1c(-n2c(CN3C(=O)c4ccccc4C3=O)nc3ccccc3c2=O)c(=O)n(-c2ccccc2)n1C
    -3.7%, -1.3%, -4.3%, 20.7%, 26.7%, -8.5%, 0.0%, 9.5%, -23.1%
> Oc1ccc(C[C@@H]2CNC(=S)N2CCc2cc(C(F)(F)F)cc(C(F)(F)F)c2)cc1
    2.4%, 1.9%, ?, 4.6%, 9.0%, 36.5%, -5.0%, 24.9%, -26.0%
> COc1ccc(CCN(C)C2CCCN(S(=O)(=O)c3ccc(C)cc3)C2)cc1OC (stereo not given)
    -4.8%, -5.9%, -9.8%, 2.9%, 2.7%, 35.6%, 6.8%, 16.1%, -5.1%
